# Screens as filed in PubChem BioAssay.
# HTT ATP protect – cytoprotection in Huntington HTT-Q103 PC12 cell model | PC12 HTT-Q103 induced, cytoprotection, ATP luminescence, 40 h | Potency, µM (series often up to 56.4 µM), for the others: cytoprotection (ATP increase), usual class: activators | 230,000 compounds, 0.14% hits | AID 1471;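 also: % of control where 0% means no effect; nearly all actives have a fitted effect of over 45% in size; toxic huntingtin expression switched on by the ecdysone agonist tebufenozide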
#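 Huntington model: PC12 line, ecdysone-inducible HTTQ103 exon1–GFP, tebufenozide 100 nM. Test articles in a dose series. Endpoint luminescence from cellular ATP.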
# GAA glycogen – inhibitors or activators of human alpha-glucosidase glycogen cleavage; P10253; recombinant GAA, glycogen substrate, Amplex Red glucose oxidase fluorescence; Potency, µM (top dose mostly 76.4 µM), inactives show at the highest dose activity change, negative = inhibition, hits mostly inhibitors; 300,000 compounds, 0.38% hits;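 also: 0% = full enzyme reaction and -100% = no-enzyme basal signal; the screen sought inhibitors and activators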
#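 qHTS, 1536-well; enzyme 4 nM final; cpd up to 77 uM; substrate bovine liver glycogen 30 ug; 50 mM citrate/phosphate pH 5.0, 0.01% Tween-20; 37 C, 40 min; Amplex Red detection 45 min RT; Hill fit → AC50.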
# HttQ103 aggreg – inhibitors of mutant huntingtin aggregate formation in PC12 cells. PC12 HttQ103-GFP aggregates, Acumen cytometry, 40 h. AID 1688. 220,000 compounds, 1.1% hits. Potency, µM (highest dose often 46.1 µM), for inactives: top-dose activity change, negative = inhibition, usual class: inhibitors; also: % is scaled to controls: 0 for no effect and ±100 for the full control effect; nearly all actives have a fitted effect of over 60% in size
#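 Read-out: GFP aggregate count by laser scanning cytometer (488 nm excitation, 500-530 nm emission, 1–25 µm objects >6 SD above background). Cells: PC12, inducible HTTex1-Q103-GFP, 100 nM tebufenozide; compounds titrated.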
# aGlu spleen mod – lysosomal alpha-glucosidase (human) modulation | AID 2112 | human spleen homogenate, 4-MU-alpha-glucoside fluorescence | Potency, µM (highest dose often 79.9 µM), without a hit: at the top dose activity change, negative = inhibition, hits mostly inhibitors | 240,000 compounds, 0.006% hits;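 also: 0% = enzyme with vehicle and -100% = no enzyme basal signal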
#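 Compounds were titrated against alpha-glucosidase in spleen homogenate at pH 5.0, with 1 mM 4-methylumbelliferyl substrate for 40 min at 37 C. Reactions were quenched with pH 10 NaOH/glycine and fluorescence measured.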
# RGS12 GoLoco inh – inhibitors of human Gai1-RGS12 GoLoco interaction (red fluorophore); P63096; Gai1:RGS12 GoLoco peptide FP, rhodamine, 10 min; Potency, µM (titrated, usually from 61.6 µM), for the others: top-dose activity, negative = inhibition, most hits filed as inhibitors; 230,000 compounds, 0.44% hits; AID 880; active = well fitted inhibition curve with a large enough effect, not every such curve was filed as active; inactive = no such curve, though single readings can be large or run the other way; also: % is scaled to controls: 0 for no effect and ±100 for the full control effect; nearly all actives have a fitted effect of over 30% in size; many of its hits are not listed in these tables
# Target sequence (P63096 whole entry, looked up): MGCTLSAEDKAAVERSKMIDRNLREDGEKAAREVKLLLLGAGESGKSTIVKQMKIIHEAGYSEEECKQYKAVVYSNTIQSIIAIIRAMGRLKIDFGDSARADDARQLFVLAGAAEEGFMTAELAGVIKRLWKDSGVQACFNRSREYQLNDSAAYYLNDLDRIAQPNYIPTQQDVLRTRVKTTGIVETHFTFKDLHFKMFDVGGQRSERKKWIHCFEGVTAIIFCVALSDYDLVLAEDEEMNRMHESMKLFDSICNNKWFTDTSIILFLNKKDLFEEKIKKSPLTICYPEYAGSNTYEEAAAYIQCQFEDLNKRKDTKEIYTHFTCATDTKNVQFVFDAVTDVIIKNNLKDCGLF
# IMPase Li cell – IMPase inhibition in cells with lithium potentiation. Potency, µM (highest dose often 59.4 µM), for inactives: at the top dose activity, negative = IMPase inhibition, actives largely listed as inhibitors. CHO-M1 cells, IP1 TR-FRET (IP-One), carbachol + lithium. AID 1457. 210,000 compounds, 0.35% hits;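 also: IP1 builds up when IMPase is blocked and the TR-FRET signal falls; plate controls were basal vehicle for no effect and high inhibitor control for full effect; nearly all actives have a fitted effect of over 50% in size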
#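 CHO cells stably expressing M1 receptor (2000/well) were cultured 16–30 h, then exposed to compounds with a small lithium addition for 30 min at 37C. IP1 was measured by TR-FRET competition; AC50 from Hill fits.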
# GAA inh – blocks human lysosomal alpha-glucosidase; P10253; purified human GAA, 4-MU-alpha-glucoside fluorescence; Potency, µM (series often up to 76.9 µM), without a hit: at the highest dose activity change, negative = inhibition, usual class: inhibitors; 200,000 compounds, 0.005% hits;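 also: plate controls were uninhibited enzyme wells for no effect and no-enzyme background for full effect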
#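 Compounds are titrated up to 77 uM against 4 nM human enzyme. Substrate 4-methylumbelliferyl-alpha-D-pyranoside (400 uM) reacts 20 min at room temperature in pH 5.0 buffer; liberated 4-methylumbelliferone is read at 440 nm.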
# * hit, by the source's call; ? = inconclusive; nt = no result given; [ ] = another dose, or the depositor's remark. Unless noted, calls follow the shape of the dose curve; as a rule, active = well fitted curve in the direction sought with a large enough effect; inconclusive = small, poorly fitted or top-dose-only effect, or another doubt; inactive = no such curve, though single readings can be large; an effect the other way counts as inactive or inconclusive. Potency is read from the fitted curve at half-maximal effect.
SMILES,HTT ATP protect,GAA glycogen,HttQ103 aggreg,aGlu spleen mod,RGS12 GoLoco inh,IMPase Li cell,GAA inh
Cc1noc(/C=C/N(C)C)c1S(=O)(=O)N1CCCC(C(=O)NCc2ccco2)C1 (configuration not stated),8%,20%,7%,0%,-7%,0%[38.3 µM],?
O=C1/C(=C/c2coc3ccc(O)cc3c2=O)SC(=S)N1c1ccccc1,5%[10 µM],-1%,-6%[9.22 µM],4%,73%[activator],nt,nt
Cc1ccc(-n2nc3c(c2NC(=O)c2ccc(Br)o2)CSC3)c(C)c1,23%[0.074 µM],-11%,16%,-2%,7%,8%,2%
COc1ccc(N2CCN(C(=O)c3ccc4ccccc4n3)CC2)cc1,-19%,7%,1%,1%,-9%,8%,?
O=C(NCc1cccnc1)c1cccc(S(=O)(=O)N2CCCCC2)c1,-9%,-5%,-13%,-9%,4%,-6%[38.3 µM],-6%
Cc1ccc(S(=O)(=O)Oc2ccc(/C=C3\N=C(c4cccc(C)c4)OC3=O)cc2)cc1,-11%,0%,6%,-8%,1%,-16%[38.3 µM],0%
COc1cccc(C=NCCNC(=O)c2nonc2N)c1O,-19%,14%,-3%,0%,-5%,-10%[38.3 µM],1%
CCN1C(=O)C(CC(=O)Nc2c(C)cccc2C)SC1=Nc1ccc(S(N)(=O)=O)cc1 (configuration not stated),18%[10 µM],9%,-5%,0%,5%,10%,?
CNc1nccc(-c2ccc(Cl)cc2)c1C#N,0%,-6%,-5%,nt,1%,-2%,9%
CCN(CC)c1ccc(N)cc1S(=O)(=O)Nc1ccccc1OC,26%[10 µM],?,13%[9.22 µM],-6%,-27%,nt,nt
CCN(CC)CCNC(=O)c1sc2ncn(CC(=O)Nc3ccc(C)c(Cl)c3)c(=O)c2c1C,-27%,3%,?,-4%,5%,9%,-16%
COc1cc2c(cc1OC)CN(CC(=O)Nc1ccccc1SC)CC2,-16%,9%,-3%,-4%,-2%,8%,-7%
CC(=O)Nc1c(C)nn(-c2ccc([N+](=O)[O-])cc2)c1C,-9%[10 µM],-9%,8%[9.22 µM],-16%,8%,1%,12%
CSc1ccc(-c2nc(O)c3cnccn23)cc1,16%[10 µM],?,-4%[9.22 µM],0%,-1%,31%[activator],nt
COc1ccc(OC)c(N)c1,-17%,-23%,6%,2%,-34%,4%[38.3 µM],-6%
Cc1c(C(=O)OCC(=O)Nc2cccc(S(N)(=O)=O)c2)oc2c1ccc1ccccc12,-12%,-4%,14%,4%,8%,22%,7%
Cn1c(Cc2ccccc2)nnc1SCC(=O)c1ccc(Br)s1,24%[10 µM],7%,27%,-10%,2%,5%[38.3 µM],4%
CC(C)(C)CC(=O)NCCCN1CCOCC1,nt,-9%,17%,-17%,1%,6%,-6%
Cc1occc1-c1nnc(SCC(=O)NCC2CCCO2)n1C (configuration not stated),0%[10 µM],5%,-28%,-2%,4%,3%[38.3 µM],-4%
O=c1c2ccccc2ncn1CCOCCOc1cccc(Br)c1,nt,-5%,-16%,-3%,-4%,1%,2%
COc1ccc(C(=O)N/C(=C/c2cccs2)C(=O)NN)cc1OC,10%[10 µM],-24%,13%[9.22 µM],-3%,0%,nt,nt
CCOc1ccc(N(CC(=O)OC)S(=O)(=O)c2ccc(OC)c(OC)c2)cc1,-8%,-9%,10%,-8%,15%,17%[38.3 µM],-6%
CCN1CCN(c2nc3c(C)cccn3c(=O)c2/C=C(\C#N)S(=O)(=O)c2ccc(Cl)cc2)CC1,9%[10 µM],-2%,23%[9.22 µM],3%,9%,nt,nt
CCOc1ccc(-n2c(Cc3cc(=O)[nH]c(=O)[nH]3)nnc2SCc2cccnc2)cc1,2%,-9%,-7%,3%,-6%,4%[38.3 µM],0%[15.4 µM]
COc1ccc(-n2c(-c3ccco3)nc3c(cnn3-c3ccccc3C)c2=O)cc1,-2%[10 µM],-4%,4%[9.22 µM],-6%,9%,nt,nt
# Carrying on:
SMILES,HTT ATP protect,GAA glycogen,HttQ103 aggreg,aGlu spleen mod,RGS12 GoLoco inh,IMPase Li cell,GAA inh
Cc1nc2ccccn2c1C(=O)NNC(=S)Nc1ccccc1,6%[10 µM],?,2%[9.22 µM],3%,6%,nt,nt
COC(=O)[C@@]1(Cc2ccc(OC)cc2)[C@H]2c3cc(C(=O)N(C)C)n(Cc4ccccn4)c3C[C@H]2CN1C(=O)c1ccccc1,?,nt,nt,2%,6%,4%,nt
Cc1ccc(/C=c2/sc3nnc(-c4ccccc4Cl)n3c2=O)o1,-2%,-1%,13%,-3%,68%[activator],6%[38.3 µM],?
C=CCOC(=O)C1=C(C)NC(SCC(N)=O)=C(C#N)C1c1ccc(C)cc1 (configuration not stated),12%[10 µM],-12%,3%[9.22 µM],0%,-9%,nt,0%[15.4 µM]
O=C(Cn1c(=O)oc2cc(S(=O)(=O)N3CCCCCC3)ccc21)NC1CCCCCCC1,2%,-1%,?,-20%,-2%,3%[38.3 µM],-2%
NS(=O)(=O)c1ccc(Nc2nc(-c3ccccc3)cs2)cc1,-3%[10 µM],15%,11µM*,2%,-5%,26%[38.3 µM],-4%
CN(Cc1ccccc1)C(=O)C1CCC(CNS(=O)(=O)c2cccc3cccnc23)CC1 (configuration not stated),25%[10 µM],-8%,13%[9.22 µM],-15%,1%,nt,nt
Cc1nc2c(-c3ccc(Cl)cc3)cnn2c2c1CCC2,-9%[10 µM],3%,-9%,5%,12%,-10%,?
C[N+](C)(CCCCCC[N+](C)(C)CCCN1C(=O)c2cccc3cccc(c23)C1=O)CCCN1C(=O)c2cccc3cccc(c23)C1=O,-10%[1.9 µM],nt,nt,-3%,7%,10µM*,nt
CCCCc1nc2ccccc2c(=O)n1NC(=O)c1c(O)c2ccccc2n(C)c1=O,9%[10 µM],15%,10%[9.22 µM],3%,7%,1%,9%
O=C(O)CCC(=O)NC1CCCCC1,-10%,3%,4%,-1%,-15%,21%[38.3 µM],0%
Cc1cc(=O)n2c(c1C#N)SC1CCCCC12O (configuration not stated),16%,-5%,1%,3%,8%,-4%[38.3 µM],-3%
Cc1cccc2c1N(C(=O)c1ccco1)C(C)(C)c1ssc(=S)c1-2,17%,-2%,10%,-8%,0%,8%[38.3 µM],4%
Cc1ccc2cc(CN(Cc3ccc4c(c3)OCO4)Cc3nnnn3Cc3ccco3)c(=O)[nH]c2c1,-10%[10 µM],?,-4%,-5%,7%,11%[38.3 µM],-3%
CCOC(=O)c1c(CN2CCN(c3ccccc3)CC2)oc2ccc(O)cc12,7%[10 µM],-5%,3%,1%,9%,16%,-3%
Cc1cccc(C(=O)N2CCCCCC2)c1,-10%,4%,-7%,-3%,7%,27%[38.3 µM],-3%
CCOC(=O)c1c(NC(=O)COC(=O)c2ccncc2)sc(C)c1C,-11%[10 µM],-9%,4%,-14%,32%[activator],6%,-3%
CC(C)CNC(=O)COC(=O)/C=C/c1ccco1,nt,-1%,-2%,-20%,-11%,3%,7%
COc1ccc(C2(O)CCN(Cc3nnnn3Cc3ccc(C)cc3)CC2)cc1,-6%[10 µM],2%,4%,-1%,12%,5%[38.3 µM],8%
O=C(CSc1nnnn1-c1ccccc1)CSc1nnnn1-c1ccccc1,4%[10 µM],-8%,-3%,-6%,79%[activator],-4%,-3%
Cc1ccc(C)c(-n2cc(CN3CCN(C(=O)c4ncn[nH]4)CC3)c(-c3ccccc3)n2)c1,-7%[10 µM],8%,-4%[9.22 µM],3%,-1%,6%,-5%
CCCC(=O)Nc1ccc(Br)c(Cl)c1,8%,-3%,-4%,-7%,9%,37%[activator][38.3 µM],-2%
Cc1cc(C)n(/N=C/c2ccccc2)c(=O)c1C#N,-6%,2%,-11%,2%,6%,25%[38.3 µM],-17%

# Exported with two lines to a compound: part of the list above.
# Each structure is followed by: HTT ATP protect | GAA glycogen | HttQ103 aggreg | aGlu spleen mod | RGS12 GoLoco inh | IMPase Li cell | GAA inh
CN(Cc1ccccc1)C(=O)C1CCC(CNS(=O)(=O)c2cccc3cccnc23)CC1 (configuration not stated)
 : 25%[10 µM] | -8% | 13%[9.22 µM] | -15% | 1% | nt | nt
C[N+](C)(CCCCCC[N+](C)(C)CCCN1C(=O)c2cccc3cccc(c23)C1=O)CCCN1C(=O)c2cccc3cccc(c23)C1=O
 : -10%[1.9 µM] | nt | nt | -3% | 7% | 10µM* | nt
Cc1nc2c(-c3ccc(Cl)cc3)cnn2c2c1CCC2
 : -9%[10 µM] | 3% | -9% | 5% | 12% | -10% | ?
O=C(O)CCC(=O)NC1CCCCC1
 : -10% | 3% | 4% | -1% | -15% | 21%[38.3 µM] | 0%
CCOC(=O)c1c(CN2CCN(c3ccccc3)CC2)oc2ccc(O)cc12
 : 7%[10 µM] | -5% | 3% | 1% | 9% | 16% | -3%
Cc1cccc2c1N(C(=O)c1ccco1)C(C)(C)c1ssc(=S)c1-2
 : 17% | -2% | 10% | -8% | 0% | 8%[38.3 µM] | 4%

# Only part of the results is shown; count on the stated rates, not on these rows.
